# VLA-4 inh: inhibition in human VLA-4 binding assay, primary screen, VLA-4 allosteric modulator project, MLPCN library, flow cytometry, VLA-4 expressing cells; ligand binding flow cytometry; inhibition, % (about 7 µM as worked out from the volumes in the protocol); AID 2557, 2010; Integrin alpha-4 (Homo sapiens), P13612; actives 0.2% (n = 330,000); in the data active = inhibition above about 50%
# BCLXL inh: inhibitors of human Bcl-xL, primary screen, biochemical, fluorescence polarization, HTS | GST-Bcl-xL / FITC-Bim BH3 peptide fluorescence polarization | AID 2129, 2009 | inhibition, % at 10.9 µM | actives 0.7% (n = 320,000);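 active = inhibition above the mean of all tested compounds plus 3 SD, cutoff set per campaign, cut at about 30% in these data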;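 note: 0% = DMSO wells and 100% = unlabeled Bim-BH3 peptide competitor; inhibitors lower millipolarization by displacing the labeled peptide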
# Target sequence (Q07817 whole entry, looked up): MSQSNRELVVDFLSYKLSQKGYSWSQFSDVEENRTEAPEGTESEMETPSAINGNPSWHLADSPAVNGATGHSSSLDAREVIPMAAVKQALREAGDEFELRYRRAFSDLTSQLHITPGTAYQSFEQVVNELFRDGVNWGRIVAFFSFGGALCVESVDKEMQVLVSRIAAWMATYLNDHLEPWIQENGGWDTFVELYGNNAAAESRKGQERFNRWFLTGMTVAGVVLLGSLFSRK
# MEX-5 binding: MEX-5 zinc finger RNA-binding disruptors – biochemical, C. elegans, fluorescence polarization, MLPCN library, primary screen; actives 0.38% (n = 300,000); activity score (negative = inhibition of binding), % at 10 µM; AID 1832, 2009; Zinc finger protein mex-5 (Caenorhabditis elegans), Q9XUB2; MEX-5/FITC-TCR2 RNA binding; active compounds read low;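 active = inhibition past about -25% in most replicates, and total fluorescence under double the plate's negative control median, limit read from the data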;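 note: 0% = DMSO and -100% = 5 µM competing unlabeled TCR2 RNA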
# Target sequence (Q9XUB2 whole entry, looked up): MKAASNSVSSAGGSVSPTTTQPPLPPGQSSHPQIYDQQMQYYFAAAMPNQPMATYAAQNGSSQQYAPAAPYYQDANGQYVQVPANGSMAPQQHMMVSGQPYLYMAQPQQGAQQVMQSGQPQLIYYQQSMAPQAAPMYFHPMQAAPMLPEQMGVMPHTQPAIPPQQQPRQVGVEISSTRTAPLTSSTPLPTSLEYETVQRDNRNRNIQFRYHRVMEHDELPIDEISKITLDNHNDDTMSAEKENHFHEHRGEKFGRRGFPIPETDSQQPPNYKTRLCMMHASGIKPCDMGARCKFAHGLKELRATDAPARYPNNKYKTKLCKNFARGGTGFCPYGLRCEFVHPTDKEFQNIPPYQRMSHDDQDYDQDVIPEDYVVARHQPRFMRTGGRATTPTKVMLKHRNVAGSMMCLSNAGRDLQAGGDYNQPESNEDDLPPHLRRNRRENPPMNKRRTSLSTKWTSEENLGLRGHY
# AGP1-GFP MLPCN: modulators of AGP1-GFP expression in yeast TOR pathway, primary screen, cell-based, multiplex flow cytometry, S. cerevisiae, MLPCN library; 3 h; GFP as percent of DMSO wells; GFP response vs DMSO, % at 10 µM; actives 0.02% (n = 320,000); AID 2066, 2009;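 active = GFP response relative to DMSO above a set limit, near screen average plus 3 SD, cut at about 150% in these data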;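 note: median GFP channel fluorescence of the gated AGP1 strain per well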
# GRK2 aptamer HTS: compounds blocking aptamer binding on GRK2 – biochemical, human GRK2, bead flow cytometry, HTS, primary screen; actives 0.59% (n = 330,000); inhibition of aptamer binding, % at 10 µM; FAM-aptamer displacement from GRK2;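 active = inhibition of aptamer binding above 40%, roughly 3 SD of noise, on plates passing a quality check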;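 note: median bead fluorescence of bound FAM aptamer so fluorescent compounds give negative values; no value below 0 was filed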
# MCL1-BIM inh: inhibitors of MCL1 binding to BIM-BH3, primary screen, biochemical, fluorescence polarization; Induced myeloid leukemia cell differentiation protein Mcl-1 (Homo sapiens), Q07820; GST-MCL1 / FITC-Bim-BH3 fluorescence polarization; inhibition, % at 10.9 µM; actives 0.68% (n = 320,000);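 active = inhibition above the mean inhibition of all tested compounds plus 3 SD, set per campaign, cut at about 40% in these data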;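 note: 0% = DMSO wells and 100% = unlabeled Bim-BH3 peptide control; higher means more loss of mP so more displacement of Bim peptide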
# Target sequence (Q07820 whole entry, looked up): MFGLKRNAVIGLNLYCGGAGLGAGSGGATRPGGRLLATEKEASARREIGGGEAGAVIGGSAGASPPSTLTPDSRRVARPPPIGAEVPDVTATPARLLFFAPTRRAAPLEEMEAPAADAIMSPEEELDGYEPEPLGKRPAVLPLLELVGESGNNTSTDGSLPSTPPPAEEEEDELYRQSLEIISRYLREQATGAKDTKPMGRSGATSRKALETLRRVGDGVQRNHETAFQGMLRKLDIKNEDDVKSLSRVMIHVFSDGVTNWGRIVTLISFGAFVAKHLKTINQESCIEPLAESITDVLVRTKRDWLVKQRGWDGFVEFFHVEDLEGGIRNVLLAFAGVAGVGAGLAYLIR
# Fam108B inh: mouse Fam108B serine hydrolase inhibitors, primary screen, counter-screen for RBBP9 inhibitor project, biochemical, fluorescence polarization. inhibition, % at 9.51 µM. AID 1947, 2009. recombinant Fam108B, FP-Rh probe fluorescence polarization. actives 0.33% (n = 300,000);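 active = inhibition above the screen mean inhibition plus 3 SD, computed separately per campaign, cut at about 18% in these data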;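 note: inhibitors lower polarization as less probe binds the enzyme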
# GLD-1 RNA inh: GLD-1/TGE RNA complex disruptors, primary screen, biochemical, fluorescence polarization | AID 2280, 2010 | purified GLD-1 + fluorescein TGE RNA | actives 0.44% (n = 320,000) | Female germline-specific tumor suppressor gld-1 (Caenorhabditis elegans), Q17339 | inhibition, % at 5.96 µM;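 active = percent inhibition above a per-plate cutoff, the plate mean of test compounds plus 3 SD, cut at about 30% in these data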;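 note: 0% = DMSO wells with GLD-1 and probe and 100% = wells lacking GLD-1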
# CIT2 TOR yeast: modulators of CIT2-GFP expression in yeast, primary screen, S. cerevisiae, GFP fusion, multiplex flow cytometry, MLPCN library; AID 2029, 2009; actives 0.065% (n = 320,000); GFP response vs DMSO, % at 10 µM; S. cerevisiae CIT2-GFP strain, 3 h; 100 means same as DMSO wells;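 active = GFP response relative to DMSO above a set limit, near the screen mean plus 3 SD, cut at about 150% in these data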;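 note: ratio of well median GFP fluorescence to mean of DMSO wells on the plate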
# * = called active by the depositor; / = no result given.
SMILES,VLA-4 inh,BCLXL inh,MEX-5 binding,AGP1-GFP MLPCN,GRK2 aptamer HTS,MCL1-BIM inh,Fam108B inh,GLD-1 RNA inh,CIT2 TOR yeast
CCOC(=O)c1cnc2c(OC)cccc2c1N1CCN(c2ccccn2)CC1,-1,2,-1.3,95,3,-2,0,0,90
OC(CNC1Cc2ccccc2C1)c1ccccc1 (centres undefined),0,2,-3.1,100,0,2,-4,7,94
Cc1cc(/C=N/n2cnnc2)c(O)c([N+](=O)[O-])c1,1,5,-4.6,94,0,11,-3,5,103
Cn1nnc(NC(=S)NC(=O)c2cc3ccccc3o2)n1,-1,3,0.2,93,0,-3,1,2,84
C/C(=N\N=C1\NC(=O)C(CC(=O)Nc2ccccc2F)S1)C1CCCCC1 (centres undefined),3,-4,-0.1,100,18,-10,-3,1,103
O=C(Cc1ccccc1)NCCc1c[nH]c2ccccc12,-4,5,1.0,96,3,13,-1,5,89
O=C(O)c1ccn(CSc2cc(Cl)ccc2Cl)n1,8,3,/,92,0,8,/,7,94
Cn1nnnc1SCC(=O)NCC(=O)c1ccccc1,12,0,/,103,2,0,1,8,98
C=CCOc1cccc(C2c3c(oc4ccccc4c3=O)C(=O)N2c2ccccn2)c1 (centres undefined),-25,5,-1.5,102,0,6,-2,1,104
O=C(CN(Cc1ccccc1Cl)C(=O)CNS(=O)(=O)c1ccc(F)cc1)NCC1CCCO1 (centres undefined),-7,7,-0.4,103,2,2,0,3,102
COc1ccc(Cl)cc1-n1c(C)cc(C=O)c1C,18,-5,0.8,94,0,-10,-9,-6,96
CCC(=O)N1CCN(c2ccccc2NC(=S)NC(=O)c2ccco2)CC1,-9,4,-1.3,94,3,11,2,2,96
CCOC(=O)c1cn(CC)c2cc(F)c(F)cc2c1=O,3,5,-0.2,103,0,0,0,-4,97
O=C(/C=C/c1ccccc1Cl)N1CCCN(C(=O)/C=C/c2ccccc2Cl)CC1,23,4,-3.0,105,0,-2,-4,-1,101
CN(CC(=O)OCC(N)=O)S(=O)(=O)c1ccc(Cl)cc1,1,0,-0.2,108,2,-2,-3,5,93
Cc1cc(NC(=O)c2ccc3nccnc3c2)ccc1Br,-9,/,/,89,0,/,/,5,82
COC(=O)c1nn(-c2ccc(F)cc2)ccc1=O,-3,3,/,98,0,1,0,5,98
CCCC(O)(c1ccc(OC)cc1)C(CN(C)C)c1ccccc1 (centres undefined),1,0,-2.5,111,2,2,2,-2,104
C=CCN1C(=O)C(CC(=O)NCC)SC1=Nc1ccccc1OC (centres undefined),3,1,1.9,102,3,9,1,2,106
Nc1c(Cl)cc(-c2cn(CCC(=O)O)c(-c3ccncc3)n2)cc1Cl,43,3,/,101,0,-1,2,-6,100
O=C(Nc1ccccc1F)C(=Cc1sc(N2CCOCC2)nc1-c1ccccc1)C(=O)Nc1ccccc1F,-10,10,-43*,97,3,-15,-2,-24,102
O=C(COC(=O)Cc1ccc(Cl)cc1)NCCc1ccccc1,6,-1,/,93,3,-4,/,2,97
CCN1C(=O)N(CC)C2C1N(CO)C(=O)N2CO (centres undefined),3,2,-2.1,108,0,8,0,4,123
Cc1ccc(SC(CC(=O)c2ccc(C(C)(C)C)cc2)C(=O)O)cc1 (centres undefined),35,10,1.1,104,1,9,-4,2,74
COC(=O)c1cc2nc(-c3ccc(OC)c(OC)c3)cc(C(F)(F)F)n2n1,-4,3,/,101,3,-6,-3,2,104
COc1ccccc1N1CCN(S(=O)(=O)c2ccc(NC(C)=O)cc2)CC1,-13,6,-0.6,106,0,8,3,-2,100
O=C(Nc1ccc(C(=O)O)cc1)/C(=C\c1ccc2c(c1)OCO2)NC(=O)c1ccco1,1,2,0.1,89,0,-4,-1,0,87
COc1ccc(N2CCN(C(=O)c3ccc4c(=O)n(CC5CCCO5)c(=O)[nH]c4c3)CC2)cc1 (centres undefined),8,9,0.7,95,2,3,0,-1,96
CS(=O)(=O)Nc1ccc(C2=NN(C(=O)CCCC(=O)O)C(c3cccs3)C2)cc1 (centres undefined),6,-2,2.5,95,0,1,-7,-1,94
N#Cc1nc(COc2ccccc2F)oc1NCc1ccc(F)cc1,28,-1,-4.0,98,0,0,-1,-6,98
O=C(COc1ccccc1)N1CCN(S(=O)(=O)c2ccc(Cl)cc2)CC1,0,-1,0.1,103,0,1,-3,7,96
COc1ccc2[nH]c(=O)c(CN(CCO)S(=O)(=O)c3c(C)ccc4nsnc34)cc2c1,-8,1,0.6,97,1,7,2,6,88
CCOC(=O)Cn1nc(C)n(-c2c(C)cccc2C)c1=O,39,1,-0.2,91,16,0,-3,0,99
Cc1ccc(C(=O)NCC(=O)NCc2cc(=O)n(C)c(=O)n2C)cc1C,19,7,-0.6,100,0,7,0,-4,104
CN(CCC(=O)Nc1ccc(Cl)cc1)Cc1ccccc1,-2,5,0.0,105,0,4,-1,-1,101
O=S(=O)(NCc1ccccc1)c1ccc(-n2cccn2)cc1,-13,6,-0.2,84,2,3,-2,5,85
CCOC(=O)C1CCN(c2c(-c3ccccc3)c3cc(Cl)ccc3[nH]c2=O)CC1,-15,3,3.1,97,13,13,-4,2,96
CCc1nc(NCCN2CCOCC2)c(C#N)c2c1CCCC2,9,0,2.8,105,0,-2,0,8,96
Fc1ccc(Nc2nc(N/N=C/c3ccco3)nc(N3CCCCC3)n2)cc1,-19,3,1.5,99,0,6,-3,9,85
Brc1ccc2c(c1)OCCOCCOCCOCCOCCO2,5,4,-0.4,101,0,-2,3,1,105

# Laid out differently: 2 of the compounds above
# The line under a structure holds: VLA-4 inh | BCLXL inh | MEX-5 binding | AGP1-GFP MLPCN | GRK2 aptamer HTS | MCL1-BIM inh | Fam108B inh | GLD-1 RNA inh | CIT2 TOR yeast
CCOC(=O)c1cn(CC)c2cc(F)c(F)cc2c1=O
 : 3 | 5 | -0.2 | 103 | 0 | 0 | 0 | -4 | 97
C=CCN1C(=O)C(CC(=O)NCC)SC1=Nc1ccccc1OC (centres undefined)
 : 3 | 1 | 1.9 | 102 | 3 | 9 | 1 | 2 | 106

# Going on with the list.
SMILES,VLA-4 inh,BCLXL inh,MEX-5 binding,AGP1-GFP MLPCN,GRK2 aptamer HTS,MCL1-BIM inh,Fam108B inh,GLD-1 RNA inh,CIT2 TOR yeast
COCCNc1c2c(nc3c(-c4ccccc4)c(C)nn13)CCCC2,-9,0,1.0,97,0,12,1,8,100
CC(=O)N(Cc1c(C)nn(-c2ccccc2)c1Cl)c1ccc(Cl)cc1,2,-4,0.1,93,0,4,-1,9,97
COc1ccc(C2=NOC(C)(c3nnc(-c4ccncc4)o3)C2)cc1 (centres undefined),16,0,0.7,87,4,-7,-7,-1,111
CCOc1ccc(S(=O)(=O)n2cnc(C)c2)cc1,-14,2,-0.1,103,0,0,-3,-9,105
COC(=O)/C=C1\S/C(=N/N=C/c2ccco2)NC1=O,-6,3,-13,97,0,4,0,5,102
CC(OC(=O)c1cc(=O)c2ccccc2o1)C(=O)Nc1ccc(N(C)C)cc1 (centres undefined),1,1,/,99,0,1,/,2,106
CC(C)N=C(Nc1ccc(Cl)cc1)c1cccnc1,49,-2,-1.9,96,0,-4,-6,-3,91
COc1cccc2c1oc1c(SCc3nc4ccccc4[nH]3)nc(C)nc12,12,/,/,109,0,/,/,-6,101
CC1=C(C(=O)OC2CCCCCCC2)C(c2cccc(O)c2)NC(=O)N1 (centres undefined),-9,3,-1.5,102,6,0,1,13,100
O=C(Cn1[nH]c(=O)c2ccccc2c1=O)NCc1cccnc1,-11,7,1.7,101,0,4,2,0,93
CC1=CN2C(=NC(=O)CC2(C)C(=O)N(CC(=O)NC2CCCC2)c2cc(C)cc(C)c2)C=C1 (centres undefined),2,9,2.2,84,0,7,-5,1,95
COc1ccc(-n2ccnc(SCC(=O)NCc3ccc(C)cc3)c2=O)cc1Cl,-2,7,0.8,110,0,10,1,-3,108
Cc1cccc(NC(=O)c2cccnc2Oc2ccccc2)c1C(=O)O,5,-1,1.6,97,0,6,3,-6,95
CN1C2CCC1CC(NC(=O)c1cc(Cl)cc3[nH]cnc13)C2 (centres undefined),-1,3,5.7,101,2,-4,2,2,111
O=C1C=C(O)C(n2cncn2)C(c2ccc3c(c2)OCO3)C1 (centres undefined),-12,0,-2.0,101,5,3,12,-1,103
COC(=O)[C@H](CCSC)NC(=O)N1CCC(C)CC1,-1,2,1.0,97,2,7,0,5,101
Cc1c(C(=O)N2CCCCC2)c(S(=O)(=O)N2CCN(c3ccccc3F)CC2)c(C)n1C,26,1,1.6,95,0,0,-1,1,97
CC/C(C)=N\N=C\c1c(O)n(CC)c2cc(C3=NNC(=O)CC3)ccc12,-6,11,6.5,76,2,13,6,1,71
COCCn1c(-c2ccc(OC)cc2)cnc1SCC(=O)Nc1ccc(OC)cc1OC,6,-17,0.4,92,0,-15,5,4,91
CCN(CC)S(=O)(=O)c1ccc(N=N/C(C(C)=O)=C(/C)O)cc1,0,0,0.3,97,2,1,-3,8,101
N#Cc1c(NC(=O)c2ccccc2)sc2c1CCCCC2,16,2,-0.9,93,1,4,1,3,86
O=C(COC(=O)c1cccc(S(=O)(=O)N2CCCCC2)c1)NC1CCCCC1,-12,5,/,99,7,-1,/,3,97
COCCN1Cc2cccc(C(=O)NC3CCCCCC3)c2C1=O,-9,1,0.8,95,0,7,2,-5,108
Cn1cnnc1Sc1ccc(C(=O)OCC(=O)Nc2cc(Cl)cc(Cl)c2)cc1[N+](=O)[O-],22,3,-2.5,102,0,-3,-5,12,96
COc1ccccc1CNC(=O)COC(=O)CC1CC2CCC1C2 (centres undefined),0,0,/,97,5,-1,/,12,101
Cc1sc(NC(=O)c2ccco2)c(C(Nc2ccccn2)c2ccccc2)c1C (centres undefined),35,-4,-1.3,92,0,-12,-6,6,91
CC(C)(C)c1ccc(-n2ncc3c2CCCC3NC(=O)CCN2CCCO2)cc1 (centres undefined),4,5,-1.7,96,0,3,3,2,102
O=C(CSc1ccccc1F)NNC(=O)c1ccncc1,-25,4,/,93,2,7,/,4,93
CCc1ccc(S(=O)(=O)NCc2ccc(N3CCN(C)CC3)cc2)cc1,16,3,3.8,114,0,0,3,6,114
CC(c1ccccc1C(O)c1ccccc1)N(C)C (centres undefined),14,3,-1.7,106,0,1,-1,-2,109
COc1cc(-c2nnc(SCC(=O)c3ccccc3)o2)cc(OC)c1OC,2,-3,2.8,91,0,-6,2,-10,92
Cc1onc(-c2ccccc2Cl)c1C(=O)N1CCc2ccccc21,15,8,-0.1,107,0,1,-1,6,102
Cn1nnnc1SCCNCC#Cc1ccccc1,-6,8,-0.1,105,0,8,1,5,115
COc1ccccc1CNC(=O)c1ccc(OC(F)F)c(OC)c1,-1,10,-0.9,104,1,5,-1,2,99
O=C(O)c1ccc(-n2nc(-c3ccccc3)c3ccccc3c2=O)cc1,-1,1,-0.3,87,0,2,1,3,98
CC(OC(=O)c1ccc(Cl)c(S(=O)(=O)N2CCOCC2)c1)C(=O)Nc1ccc(S(N)(=O)=O)cc1 (centres undefined),-1,8,-1.1,107,1,3,-1,-2,101
COc1ccc(N2C(=O)NC3CC2(C)Oc2ccc(Cl)cc23)cc1OC (centres undefined),16,5,-1.0,98,0,-1,0,5,92

# Assay outcomes (PubChem BioAssay)
